High-throughput results deposited in PubChem BioAssay by National Center for Advancing Translational Sciences (NCATS).
APEX1 inh = qHTS Assay for Inhibitors of the Human Apurinic/apyrimidinic Endonuclease 1 (APE1) | DNA repair nuclease/redox regulator APEX1 (Homo sapiens), P27695 | actives 0.35% (n = 350,000) | recombinant APE1, TAMRA/BHQ-2 abasic DNA cleavage fluorescence | AID 2517, 2012 | Potency, µM (titrated, usually from 65.8 µM), for the others: at the top dose activity change, negative = inhibition, most hits filed as inhibitors;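 also: plate controls were vehicle for no effect and reference inhibitor for full effect; nearly all actives have a fitted effect of over 55% in size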
Target sequence (P27695 whole entry, looked up): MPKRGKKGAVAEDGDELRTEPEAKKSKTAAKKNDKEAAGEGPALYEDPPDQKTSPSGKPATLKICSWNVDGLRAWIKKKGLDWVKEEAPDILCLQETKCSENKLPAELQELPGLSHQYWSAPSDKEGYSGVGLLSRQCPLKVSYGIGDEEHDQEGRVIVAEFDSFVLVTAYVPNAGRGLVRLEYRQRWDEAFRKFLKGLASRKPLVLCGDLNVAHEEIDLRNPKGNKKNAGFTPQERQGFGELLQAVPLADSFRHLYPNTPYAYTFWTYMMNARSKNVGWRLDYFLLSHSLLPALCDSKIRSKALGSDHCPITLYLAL
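Endonuclease cleavage of a quenched abasic-site DNA duplex (50 nM) by APE1 (0.75 nM) was tracked by TAMRA dequenching. Compounds were preincubated with enzyme 15 min at room temperature; data normalized to buffer-only and DMSO wells plus NSC13755 control.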
POLK inh = qHTS for Inhibitors of Polymerase Kappa | DNA polymerase kappa (Homo sapiens), Q9UBT6 | actives 0.53% (n = 400,000) | purified Pol kappa, fluorescent DNA synthesis assay, 10 min | Potency, µM (doses to about 107 µM), for inactives: at the top dose activity, negative = inhibition, hits mostly inhibitors; also: % is scaled to controls: 0 for no effect and ±100 for the full control effect
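Here, compound and 10 nM enzyme are combined for 15 min at room temperature; adding 50 nM substrate (final) starts DNA synthesis, tracked by fluorescence at 0 and 10 min against buffer-only wells.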
POLI inh = qHTS for Inhibitors of Polymerase Iota; DNA polymerase iota (Homo sapiens), Q9UNA4; Pol iota fluorescent replication assay, 10 min; Potency, µM (titrated, usually from 115 µM), for the others: at the highest dose activity, negative = inhibition, actives largely listed as inhibitors; actives 1% (n = 390,000); AID 588590, 2011
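Pol iota at 10 nM preincubated 15 min with compounds at room temperature; reaction started with fluorescent substrate, 50 nM final. Fluorescence read kinetically at 0 and 10 min; buffer-only wells as negative control.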
BLM inh = qHTS Assay for Inhibitors of Bloom's syndrome helicase (BLM); RecQ-like DNA helicase BLM (Homo sapiens), P54132; recombinant BLM DNA unwinding, fluorescence dequenching; Potency, µM (highest dose often 56.1 µM), without a hit: at the highest dose activity change, negative = inhibition, hits mostly inhibitors; actives 0.2% (n = 350,000); AID 2528, 2010;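 also: plate controls were vehicle for no effect and no enzyme for full effect; nearly all actives have a fitted effect of over 35% in size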
JMJD2A Tudor = qHTS Assay for Inhibitors of JMJD2A-Tudor Domain. Lysine-specific demethylase 4A (Homo sapiens), O75164. AlphaScreen JMJD2A-Tudor / H3K4me3 peptide binding. Potency, µM (series often up to 114 µM), for inactives: top-dose activity change, negative = inhibition, hits mostly inhibitors. actives 4.4% (n = 390,000); also: % is scaled to controls: 0 for no effect and ±100 for the full control effect; nearly all actives have a fitted effect of over 50% in size
BAZ2B inh = qHTS Assay for Inhibitors of BAZ2B. Bromodomain adjacent to zinc finger domain protein 2B (Homo sapiens), Q9UIF8. AlphaScreen BAZ2B-H3K14Ac peptide displacement. Potency, µM (series often up to 114 µM), inactives show top-dose activity change, negative = inhibition, actives largely listed as inhibitors. actives 4.4% (n = 360,000). AID 504333, 2011; also: % is scaled to controls: 0 for no effect and ±100 for the full control effect; nearly all actives have a fitted effect of over 60% in size
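Protein-peptide AlphaScreen: BAZ2B 50 nM, b-H3K14Ac 50 nM, 1x PBS pH 7.4 + 0.01% Tween-20. Preincubation 30 min RT; cpd 30 min RT (top 110 uM); beads 20 min RT, light-protected.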
G9a block = qHTS Assay for Inhibitors of Histone Lysine Methyltransferase G9a; Histone-lysine N-methyltransferase EHMT2 (Homo sapiens), Q96KQ7; G9a H3K9 monomethylation, AlphaScreen, 2 h; Potency, µM (highest dose often 102 µM), inactives show at the highest dose activity, negative = inhibition, actives largely listed as inhibitors; actives 8.8% (n = 350,000); AID 504332, 2011; also: % is scaled to controls: 0 for no effect and ±100 for the full control effect; nearly all actives have a fitted effect of over 75% in size
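Enzyme 20 nM + cpd, 15 min RT; add b-H3K9 pep 500 nM / SAM 20 uM; 2 h RT; anti-H3K9me1 Ab 0.5 ug/mL + SA donor / anti-rabbit acceptor beads 20 ug/mL each, 10 min; AlphaScreen read.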
Pol eta inh = qHTS for Inhibitors of Polymerase Eta | DNA polymerase eta (Homo sapiens), Q9Y253 | recombinant Pol eta, fluorescent DNA replication assay | Potency, µM (top dose mostly 114 µM), without a hit: at the highest dose activity change, negative = inhibition, hits mostly inhibitors | actives 1.2% (n = 390,000); also: % is scaled to controls: 0 for no effect and ±100 for the full control effect
Target sequence (Q9Y253 whole entry, looked up): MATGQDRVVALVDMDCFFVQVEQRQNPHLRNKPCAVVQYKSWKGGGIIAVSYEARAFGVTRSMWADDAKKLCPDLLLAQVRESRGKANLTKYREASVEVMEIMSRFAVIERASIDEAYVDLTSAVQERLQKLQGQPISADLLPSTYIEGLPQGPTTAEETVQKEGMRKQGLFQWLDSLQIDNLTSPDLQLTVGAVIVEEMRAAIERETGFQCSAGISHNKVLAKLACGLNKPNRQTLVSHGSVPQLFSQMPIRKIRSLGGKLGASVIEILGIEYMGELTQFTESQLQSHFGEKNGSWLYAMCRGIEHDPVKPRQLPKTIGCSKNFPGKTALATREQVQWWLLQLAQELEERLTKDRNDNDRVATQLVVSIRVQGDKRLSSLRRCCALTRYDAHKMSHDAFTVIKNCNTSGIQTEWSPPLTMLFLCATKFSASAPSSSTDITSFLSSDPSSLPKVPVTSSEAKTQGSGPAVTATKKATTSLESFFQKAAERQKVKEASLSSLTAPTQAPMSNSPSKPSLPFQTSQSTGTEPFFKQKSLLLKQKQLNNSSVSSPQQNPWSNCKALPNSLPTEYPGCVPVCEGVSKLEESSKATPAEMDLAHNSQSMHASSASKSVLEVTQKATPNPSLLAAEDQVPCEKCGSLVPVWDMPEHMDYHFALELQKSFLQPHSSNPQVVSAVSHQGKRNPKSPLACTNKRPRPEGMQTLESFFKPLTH
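Pol eta (10 nM) was preincubated with compounds for 15 min at room temperature, after which fluorescent replication substrate (50 nM final) was added to start the reaction. Fluorescence was read kinetically at 0 and 10 min.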
POLB inh = qHTS Assay for Inhibitors of DNA Polymerase Beta; P06746; Pol beta primer extension/strand displacement, fluorescence kinetic; Potency, µM (series often up to 114 µM), inactives show top-dose activity change, negative = inhibition, most hits filed as inhibitors; actives 1.3% (n = 340,000); also: % is scaled to controls: 0 for no effect and ±100 for the full control effect
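10 nM enzyme + cpd, 15 min RT; start with substrate 50 nM final; read 0 min and after 10 min RT. Corrected, normalized data; 4-parameter Hill curve fit.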
Numbers without * were called inactive; u = inconclusive; x = not tested or not shown; & = joins results of further samples; [ ] = another dose, or the depositor's remark. Calls follow the shape of the dose curve; as a rule, active = well fitted curve in the direction sought with a large enough effect; inconclusive = small, poorly fitted or top-dose-only effect, or another doubt; inactive = no such curve, though single readings can be large; an effect the other way counts as inactive or inconclusive. Potency is read from the fitted curve at half-maximal effect. The list is partial, so the mix of outcomes need not match the whole.

No.	Compound	APEX1 inh	POLK inh	POLI inh	BLM inh	JMJD2A Tudor
1	Cc1ccc(C)c(S(=O)(=O)N2CCN(C(=O)c3ccc(-n4cncn4)c([N+](=O)[O-])c3)CC2)c1	-5%	-13%	16%	x	-21%
2	Nc1c(-c2ccccc2)cnn1-c1ccc(C(=O)O)cc1	5%	-6%	u	1%	-28%
3	O=S1(=O)CCOC[C@H](CC2CCCCC2)N1Cc1ccccc1F	25%	-3%&-30%	-11%&0%	-8%	29%
4	O=c1nc(N2CCOCC2)nc(N/N=C/c2ccc3c(c2)OCO3)[nH]1	10%	-4%	24%	-4%	u
5	CCN(CC)S(=O)(=O)c1ccc(C(=O)NCC2(N3CCOCC3)CCCCC2)cc1	-9%	-7%	u	x	-23%
6	COC(C[C@@H]1O[C@@H]1[C@H](O)COCc1ccccc1)OC	u	-3%	-7%	-2%	-22%
7	COc1ccc(-c2[nH]ncc2CN2CCC(OCc3ccccc3)CC2)c(F)c1	-3%	-6%	31%[activator]	1%	-17%
8	CCCCC(=O)Nc1ccccc1C(C)C	6%	x	x	2%	x
9	O=C(c1cnccn1)N1CCC[C@@]2(CCN(C(c3ccccc3)c3ccccc3)C2)C1	15%	-6%[60.1 µM]	x	6%	x
10	COc1ccc(C(=O)NNC(=S)NC(=O)/C=C/c2cccs2)cc1	4%	-9%	38%[activator]	0%	-22%
11	Cc1cc(C)c(N(C(=O)c2csnn2)C(C(=O)NC2CCCC2)c2ccncc2)c(C)c1 (stereo not given)	18%	-2%	135%[activator]	-5%	-6%
12	COc1cccc(CC(=O)N(CCC2=CCCCC2)c2c(N)n(Cc3ccccc3)c(=O)[nH]c2=O)c1	9%	-1%	40%[activator]	x	-16%
13	Cc1ccc(NC(=O)/C(C#N)=C/c2ccccc2Cl)cc1C	x	-23%	12%	-16%	-13%
14	COC(=O)c1c(NC(=O)c2ccco2)sc(C(=O)N(C)C)c1C	-9%	7%	0%	-3%	-8%
15	CC(=O)N1CCOc2ccc(S(=O)(=O)N(C)c3ccc(C)cc3)cc21	-18%	-3%	-19%	-3%	-15%

No.	BAZ2B inh	G9a block	Pol eta inh	POLB inh
1	1%	6%[0.501 µM]	-20%	x
2	-8%	u	-15%	1%
3	11%	65%[activator]	-6%	-7%
4	-11%	x	-10%	11%
5	1%	36%[12.7 µM]	-16%	x
6	-2%	16%[59 µM]	-12%	11%
7	0%	-10%[0.501 µM]	-21%	1%
8	-15%	9%	x	0%
9	x	-2%[12.7 µM]	x	x
10	-6%	3%	-6%	-21%
11	-4%	-8%	-18%	46%
12	5%	10%[0.501 µM]	-16%	x
13	u	-53%[59 µM]	-12%	5%
14	13%	u	-2%	0%
15	-26%	25%	-9%	4%

Continuation:
No.	Compound	APEX1 inh	POLK inh	POLI inh	BLM inh	JMJD2A Tudor
16	Cc1ccc(C(=O)Nc2ncccc2C)cc1S(=O)(=O)N1CCCCC1	20%	-1%	20%	x	-14%
17	O=C(COC(=O)COc1ccccc1[N+](=O)[O-])Nc1ccccc1Br	9%	-12%	135%[activator]	-6%	-7%
18	CCn1ccnc1CN(C)C(=O)C1CCC(=O)N(Cc2cccc(F)c2)C1 (stereo not given)	-4%	-5%	-4%	-1%	-15%
19	O=C(CCN1CCc2ccccc2C(O)(c2ccccc2)C1)c1ccc2c(c1)OCCO2 (stereo not given)	x	-12%	-13%	x	79µM*
20	CN(C)S(=O)(=O)c1ccc(C(=O)Nc2nnc(-c3cccs3)o2)cc1	-1%	2%	-13%	-1%	79µM*
21	COc1cccc(/C=N/NC(=O)CCC(=O)Nc2ccc(Br)cc2)c1	-9%	7%	-8%	-7%	-2%
22	COCCN(C(=O)c1ccccc1Oc1ccccc1)c1c(N)n(CC(C)C)c(=O)[nH]c1=O	3%	6%	-4%	x	3%
23	NS(=O)(=O)c1ccc(CCNS(=O)(=O)Cc2ccc(Cl)cc2)cc1	1%	-7%	0%	3%	-10%
24	O=C1NC2(CCSC2)C(=O)N1CC(=O)N(Cc1ccccc1)C1CCS(=O)(=O)C1 (stereo not given)	-1%	6%	28%	-2%	4%
25	COc1ccc(C(C(=O)NCc2ccccc2)N(C(=O)c2snc(C(N)=O)c2N)C2CCCC2)cc1 (stereo not given)	-10%	-6%	104%[activator]	-5%	-26%
26	C=CCN1C(=O)C2(/C(=C(\O)c3ccc4c(c3)OCCO4)C(=O)C(=O)N2CCCOC)c2ccccc21 (stereo not given)	1%	-5%	1%	-2%	-7%
27	COc1cc(OC)c(CN2CCC(CO)(CCOc3ccccc3)CC2)c(OC)c1	4%	-14%	4%	16%	-9%
28	COc1ccc(-c2cc(C(F)(F)F)nc(SCC(=O)NCCCN3CCOCC3)n2)cc1	1%	-1%[60.1 µM]	6%	-9%	-5%
29	NC(=O)COC(=O)/C=C/c1ccccc1[N+](=O)[O-]	6%	2%	68%[activator]	-1%	-29%
30	CC(C)(C)c1ccc(S(=O)(=O)Nc2ccccn2)cc1	4%	-7%	26%	-4%	1%

No.	BAZ2B inh	G9a block	Pol eta inh	POLB inh
16	-4%	-9%	-1%	x
17	-5%	20%[59 µM]	-2%	u
18	-3%	9%	-3%	5%
19	x	x	-11%	x
20	u	11%	-18%	39%
21	-6%	-28%[2.33 µM]	2%	4%
22	-5%	-1%[12.7 µM]	2%	x
23	4%	x	-18%	-12%
24	0%	34%[59 µM]	-21%	-14%
25	-9%	-11%	-25%	6%
26	-11%	-25%[12.7 µM]	-4%	-20%
27	14%	20%	-2%	11%
28	-3%	23%	4%	-2%
29	-29%	-5%	-17%	0%
30	-11%	x	-9%	-1%

(continued)
No.	Compound	APEX1 inh	POLK inh	POLI inh	BLM inh	JMJD2A Tudor
31	CCOC(=O)[C@@H]1[C@H]2COc3ccc(Br)cc3[C@@H]2N2C(=O)N(c3cccc(Cl)c3)C(=O)[C@@]12C	-3%	-8%	1%	x	-24%
32	CCOC(=O)c1c(-c2ccc(C)c(C)c2)csc1NC(=O)C1CC=CCC1C(=O)O (stereo not given)	2%	-3%	14%	0%	-16%
33	COc1ccc(C(=O)NC2CC2)cc1OC1CCN(Cc2ccc(F)cc2Cl)CC1	x	-22%	-11%	x	-19%
34	COc1ccc(CN2CCN(Cc3cc4ccccc4o3)CC2CCO)cc1C (stereo not given)	56%[activator]	-1%	23%	-1%	-26%
35	CSc1nnc(-c2cccn(Cc3ccccc3)c2=O)o1	-3%	1%	42%[activator]	-5%	-16%[57.1 µM]
36	O=C(NCc1cccnc1)c1nc(-c2ccc(C(F)(F)F)cc2)no1	15%	-8%	18%	-3%	-8%
37	COc1ccc(C(NC(=O)/C=C/c2ccco2)c2ccc(OC)c(OC)c2)cc1 (stereo not given)	-15%	-28%	u	-7%	-16%
38	COC(=O)c1c(C(=O)OC)c(-c2cccc(C)c2)n2c1CS(=O)C2 (stereo not given)	-3%	-5%	11%	-1%	-10%
39	CSc1nc(N(C)C)c2ccccc2n1	1%	-5%	81%[activator]	-7%	-12%
40	COc1ccc(N(CC(=O)Nc2ccccc2C(=O)NCCc2ccccc2)S(C)(=O)=O)cc1OC	1%	0%	0%[58.9 µM]	-2%	-21%
41	COc1cccc(C2CCCN2Cc2nc(CC3CC3)no2)c1 (stereo not given)	-4%	-2%	54%[activator]	-2%	-5%[57.1 µM]
42	CS(=O)(=O)N(CC(=O)N1CCN(c2cccc(Cl)c2)CC1)C1CCCCC1	15%	-1%	12%	-5%	-16%
43	O=C(OCC(=O)N1CCCC1=O)c1cccc(S(=O)(=O)N2CCOCC2)c1	-5%	-15%	18%	-1%	-8%
44	CCN(C(=O)c1cnc(OC)cc1C(F)(F)F)c1ccc(Cl)cc1	6%	5%	63%[activator]	-3%	-17%

No.	BAZ2B inh	G9a block	Pol eta inh	POLB inh
31	x	x	0%	x
32	-6%	11%	0%	14%
33	x	x	-11%	x
34	-31%	10%	-20%	6%
35	-16%	-34%	11%	-13%
36	-4%	-3%	-13%	-1%
37	u	18µM*	u	u
38	-10%	-9%	-6%	20%
39	-8%	19%	-9%	5%
40	0%	23%[59 µM]	-10%	4%
41	12%	3%	-21%	-17%
42	-3%	-4%[12.7 µM]	-17%	0%
43	-2%	x	-2%	10%
44	3%	-5%	-17%	7%

Reprinted at random: 2 compounds from above, in no set order.
No.	Compound	APEX1 inh	POLK inh	POLI inh	BLM inh	JMJD2A Tudor
44	CCN(C(=O)c1cnc(OC)cc1C(F)(F)F)c1ccc(Cl)cc1	6%	5%	63%[activator]	-3%	-17%
39	CSc1nc(N(C)C)c2ccccc2n1	1%	-5%	81%[activator]	-7%	-12%

No.	BAZ2B inh	G9a block	Pol eta inh	POLB inh
44	3%	-5%	-17%	7%
39	-8%	19%	-9%	5%

Individual results from above.
Result of COc1ccc(N(CC(=O)Nc2ccccc2C(=O)NCCc2ccccc2)S(C)(=O)=O)cc1OC under BAZ2B inh: 0%
Result of O=C(NCc1cccnc1)c1nc(-c2ccc(C(F)(F)F)cc2)no1 under JMJD2A Tudor: -8%
Result of CCOC(=O)[C@@H]1[C@H]2COc3ccc(Br)cc3[C@@H]2N2C(=O)N(c3cccc(Cl)c3)C(=O)[C@@]12C under POLK inh: -8%
Result of CCN(C(=O)c1cnc(OC)cc1C(F)(F)F)c1ccc(Cl)cc1 under BLM inh: -3%
